# IL1B NFkB inh – blocks IL-1B driven NFkB nuclear translocation in HUVEC cells; HUVEC IL-1B NFkB p65 nuclear translocation imaging; inhibition, % at 2 µM; 94,000 compounds, 0.43% hits;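 active = inhibition above about 30% together with a positive call from visual inspection of the well image, limit read from the data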;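 note: nuclear over cytoplasmic p65 intensity ratio measured by imaging; 0% = IL-1B stimulated DMSO wells and 100% = unstimulated DMSO wells; values of inactives mirror those of a sister screen read the other way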
# PLAP inhibition – PLAP enzyme inhibitors, biochemical, luminescence, HTS (AID 690); purified PLAP, luminescent substrate; higher % means a stronger effect; inhibition, % at 20 µM; hits with a dose series show IC50 in µM; 96,000 compounds, 0.08% hits; in the data active = a potency from the dose series; inactive = the rest, 99 in 100 with inhibition below about 30%; note: strong numbers were not always called active
# IL1B NFkB pot – enhances IL-1B driven NFkB nuclear translocation | activation, % at 2 µM | HUVEC IL-1B NFkB p65 nuclear translocation imaging | AID 819 | 94,000 compounds, 0.3% hits;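 active = activation above 40%, about the mean plus 3 SD, also judged a hit on visual image review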;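 note: percent activation is computed from the nuclear over cytoplasmic p65 intensity ratio; values of inactives mirror those of a sister screen read the other way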
# MRP resist rev – compounds reversing MRP-mediated drug resistance; H69AR cells + 2 uM doxorubicin, CellTiter-Glo, 72 h; differential viability (reversal), % at 10 µM; 85,000 compounds, 0.04% hits;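 active = viability drop by adding the cancer drug above about 55%, with treated viability meeting a 40% cutoff, limit read from the data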;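 note: viability without doxorubicin minus viability with 2 µM doxorubicin for each compound; larger differential means the compound sensitizes cells more to doxorubicin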
# Bcl-B displacement – displacers of TR3 peptide from Bcl-B, primary screen, selectivity assay for Bfl-1 inhibitor project, biochemical, fluorescence polarization | FP displacement of FITC-TR3 peptide from Bcl-B; higher % means a stronger effect | one-dose displacement, % at 20 µM; IC50 in µM for titrated hits | 96,000 compounds, 0.11% hits;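 active = displacement above 50% at 20 µM plus a fluorescence interference ratio under 1.5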;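 note: plate controls were wells without compound for no effect and wells lacking Bcl-B protein for full effect; a part of the inactive calls stands beside numbers as strong as those of hits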
# MRP resist rev cytotoxicity – further read-out of MRP resist rev, marked with its call; viability, %; H69AR cells, CellTiter-Glo, 72 h; measured here: cytotoxicity without doxorubicin
# MRP resist rev with doxorubicin – second read-out of MRP resist rev, no call of its own (marks repeat the call); viability, %; measured here: viability with 2 uM doxorubicin; hits give low values
# IL1B NFkB inh cell count 2 µM – recorded beside IL1B NFkB inh, whose call it bears; cell count; measured here: cells passing quality filter;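 raw number of nuclei counted in each imaged well without normalization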
# IL1B NFkB pot cell count 2 µM – further read-out of IL1B NFkB pot, marked with its call; cell count; measured here: cells passing quality filter
# Starred values were filed as active, the others as inactive; . = no result given. These rows are one share of the data (hit frequency here may not be typical).
SMILES,IL1B NFkB inh,IL1B NFkB inh cell count 2 µM,PLAP inhibition,IL1B NFkB pot,IL1B NFkB pot cell count 2 µM,MRP resist rev,MRP resist rev cytotoxicity,MRP resist rev with doxorubicin,Bcl-B displacement
Cc1ccc(N(CC(=O)Nc2cccc(N(C)S(C)(=O)=O)c2)S(C)(=O)=O)cc1,10,140,-23%,-11,140,-1,85,87,2%
Cc1ccc(S(=O)(=O)c2c(C)nn(C(C)(C)C)c2OC(=O)C2CCCC2)cc1,4,188,-14%,-4,188,0,110,111,0%
CC1CC(C)CN(CCOc2ccc(Cl)cc2Cl)C1 (stereo unspecified),-2,135,-35%,2,135,-11,84,95,12%
CCC(=O)NC(=S)Nc1ccc(Cl)cn1,11,172,-10%,-11,172,.,.,.,-4%
Cc1ccccc1-n1c(=O)cc(N2CCN(Cc3ccccc3)CC2)[nH]c1=O,.,.,-29%,.,.,12,93,81,4%
COc1ccc(-n2nnnc2SCC#CCO)cc1,-15,123,11%,15,123,-31,18,49,-4%
CCOC(=O)C1CCCN(c2c(NCC3CCCO3)c(=O)c2=O)C1 (stereo unspecified),8,175,6%,-8,175,12,101,88,6%
COc1ccc(-c2nncnn2)cc1,3,142,.,-3,142,-11,54,65,.
Cc1ccc2cc(-c3noc(C(C)(C)C)n3)c(=O)[nH]c2c1,-16,123,5%,16,123,-10,100,110,1%
Cc1ccc(OCC(=O)Nc2ccc(-c3nc4ncccc4o3)cc2)c(C)c1,-4,84,-43%,4,84,-26,33,60,-58%
CCOC(=O)c1c(C)c(C(=O)NCCOC)c(C)n1CC,.,.,0%,.,.,-10,92,102,-3%
CCOCCn1c(SCc2ccc(F)cc2)nc2c1c(=O)[nH]c(=O)n2C,-22,167,6%,22,167,18,90,72,4%
CCCN(CCC)S(=O)(=O)c1ccc(C(=O)Nc2ccc(OCC(=O)N3CCOCC3)cc2)cc1,-6,158,-70%,6,158,9,96,87,6%
Cc1ccccc1Nc1nc(N)nc(CN(C)c2ccccc2)n1,.,.,2%,.,.,8,77,69,-10%
O=C(O)CCSCCC(=O)O,.,.,-8%,.,.,.,.,.,-10%
CCOC(=O)N1CCN(C(=O)CSc2nnc(-c3cccc(OC)c3)o2)CC1,-6,138,-54%,7,138,-8,64,72,1%
CCOc1cc(C#N)c(NC(=O)Cn2nnc3ccccc32)cc1OCC,4,112,13%,-4,112,16,90,74,-2%
O=C(CN1CCNCC1)Nc1ccccc1Cl,-11,202,16%,11,202,2,99,98,12%
O=C(c1ccccc1)C(CCC(CN1CCOCC1)C(=O)c1ccccc1)CN1CCOCC1 (stereo unspecified),20,50,-34%,-20,50,1,1,0,4%
CC/C(=C\C(=O)c1ccncc1)Nc1ccc(O)cc1,-11,180,12%,11,180,1,85,84,0%
COC(=O)Nc1ccc(S(=O)(=O)N2CCCC(C(=O)Nc3cccnc3)C2)cc1 (stereo unspecified),-23,172,13%,23,172,-1,99,100,-6%
Cc1cc(C(=O)CSCc2nnc3n(CCC(C)C)c(=O)c4ccccc4n23)c(C)n1C,-26,143,.,26,143,-1,75,76,.
CC(Sc1nnc(CNc2cccc3ccccc23)n1-c1ccccc1)C(=O)N/N=C/c1ccco1 (stereo unspecified),27,146,-29%,-27,146,.,.,.,-2%
COc1cccc(-n2nnc3c(=O)n(CC(=O)N4CCC(C)CC4)cnc32)c1,14,107,.,-14,107,9,84,75,.
CCCC(=O)N1c2ccccc2C(N(C(C)=O)c2ccccc2)CC1C (stereo unspecified),-11,162,-32%,11,162,14,89,75,-11%
CCCCN(C)CCn1c(=S)[nH]c2ccc(N3CCOCC3)cc2c1=O,.,.,-75%,.,.,6,99,93,10%
Cc1ccc(N(C)C(=O)N2CCN(S(=O)(=O)c3ccc4ccccc4c3)CC2)cc1,-16,163,-50%,16,163,.,.,.,-2%
Cc1ccc(Cl)cc1N1CCN(C(=O)Cc2cn(C)c3ccccc23)CC1,.,.,-102%,.,.,-39,34,73,-2%
O=C(O)c1cccc(-c2nnn(Cc3ccccc3)n2)c1,3,117,.,-3,117,16,96,79,.
Cc1c(Br)c([N+](=O)[O-])nn1C(C)C(=O)NCc1cccs1 (stereo unspecified),8,131,-10%,-8,131,.,.,.,7%
COc1ccc(CCSc2nnc(C3CCCCC3)n2N)cc1,2,52,-15%,-2,52,32,89,57,-6%
CCn1c(CNc2ccc(F)cc2)nnc1SCC(=O)N1CCCc2ccccc21,12,127,-28%,-12,127,5,89,84,-9%
Cc1ccc(NC(=O)C2CCN(C(=O)NC3CCCCC3)CC2)c(C)c1,-2,71,.,2,71,6,99,93,.
Cc1cc(C)cc(-n2nnc(C(=O)NCc3ccccc3)c2N)c1,-3,111,1%,3,111,-12,88,100,3%
COc1ccc(NC(=O)c2cccs2)cc1,-27,129,.,27,129,5,95,90,.
CCn1c(CC(C)C)n[nH]c1=S,21,68,8%,-19,68,.,.,.,-5%
COCC(C)n1c(COc2ccccc2F)nnc1SCc1c(C)noc1C (stereo unspecified),.,.,-44%,.,.,18,96,78,1%
CC1CC(N(C(=O)c2ccco2)c2ccccc2)c2ccccc2N1 (stereo unspecified),-2,126,-5%,1,126,-42,15,57,5%
CN(C)c1ccc(/C=N/NC(=O)CN(c2cccc(Cl)c2)S(C)(=O)=O)cc1Br,7,178,-10%,-7,178,.,.,.,12%
CCOc1ccc(OCCCCN2CCCC2)cc1,.,.,-1%,.,.,-14,74,89,7%

# Retrieved one by one from the entries so far:
SMILES,IL1B NFkB inh,IL1B NFkB inh cell count 2 µM,PLAP inhibition,IL1B NFkB pot,IL1B NFkB pot cell count 2 µM,MRP resist rev,MRP resist rev cytotoxicity,MRP resist rev with doxorubicin,Bcl-B displacement
Cc1ccc2cc(-c3noc(C(C)(C)C)n3)c(=O)[nH]c2c1,-16,123,5%,16,123,-10,100,110,1%
Cc1c(Br)c([N+](=O)[O-])nn1C(C)C(=O)NCc1cccs1 (stereo unspecified),8,131,-10%,-8,131,.,.,.,7%

# Following part:
SMILES,IL1B NFkB inh,IL1B NFkB inh cell count 2 µM,PLAP inhibition,IL1B NFkB pot,IL1B NFkB pot cell count 2 µM,MRP resist rev,MRP resist rev cytotoxicity,MRP resist rev with doxorubicin,Bcl-B displacement
C=CCn1c(COc2ccccc2)nnc1SCC(=O)Nc1ccc2c(c1)OCCO2,0,120,15%,0,120,-6,82,88,10%
Cn1c(=O)c(C(=O)Nc2ncccc2O)c(O)c2ccccc21,.,.,-120%,.,.,2,86,84,6%
COC(=O)c1cc2ccccc2c(=O)s1,6,78,8%,-4,78,-16,88,104,-1%
O=C(c1ccccc1C(=O)N1CCN(c2ccc(F)cc2)CC1)N1CCN(c2ccc(F)cc2)CC1,-19,123,-55%,19,123,5,96,91,14%
O=C(OCC(=O)N1CCN(C(=O)c2ccco2)CC1)c1ccccc1C(=O)c1ccccc1,-4,91,-34%,4,91,3,83,80,-12%
Cc1ccc(S(=O)(=O)Nc2ccc(S(=O)(=O)NC(C)(C)C)cc2)cc1,-3,177,-29%,3,177,-2,76,78,-7%
N#CCCn1cc(C(CC(=O)c2ccccc2)C(=O)O)c2ccccc21 (stereo unspecified),-16,142,.,16,142,.,.,.,.
COc1cc(OC)c(Nc2cc(C)nc3nc(C)nn23)cc1Cl,.,.,-64%,.,.,12,86,74,6%
CC(=Nc1ccc(C)c(C)c1)C1=C(O)CCC1=O,-3,174,0%,3,174,19,99,80,7%
O=[N+]([O-])c1cc(/C=N\Nc2nccs2)ccc1O,-15,173,-2%,15,173,6,106,100,107%*
CC(=O)C(N=Nc1ccccc1)(Sc1nnc(-c2ccccc2)n1-c1ccccc1)C(C)=O,-12,175,-20%,12,175,.,.,.,0%
Cc1cccc(N2CCN(C(=O)CCn3c(=O)[nH]c4ccccc4c3=O)CC2)c1C,3,94,-6%,-3,94,-9,91,100,8%
COC(=O)C(NC(=O)c1ccccc1)=C(C)C,4,91,12%,-4,91,0,90,90,-4%
CCOC(=O)C1CCN(S(=O)(=O)Cc2ccccc2)C1=O (stereo unspecified),-10,68,13%,10,68,5,106,101,3%
COC(=O)c1cc(-c2ccc(OC)c(OC)c2)n[nH]1,0,155,-76%,-1,155,17,77,60,5%
CCC(C)c1ccc(O)c(/C=N/O)c1 (stereo unspecified),-1,144,-3%,1,144,-12,22,34,3%
CCOC(=O)N1CCN(C2=NC3(CCCCC3)C(C#N)C(=O)N2)CC1 (stereo unspecified),11,130,3%,-11,130,8,107,99,-9%
Cc1ccc(-n2nnnc2SCC(=O)NCCC2=CCCCC2)c(C)c1,-2,142,-4%,2,142,7,97,89,3%
Cn1c(SCC(=O)NC2CCCC2)nc2cccnc21,-6,202,15%,6,202,20,87,66,4%
CCCCC(=O)c1c(O)c2ccccc2oc1=O,9,136,-12%,-9,136,.,.,.,-10%

# As a short view, part of the list above:
SMILES,IL1B NFkB inh,IL1B NFkB inh cell count 2 µM,PLAP inhibition,IL1B NFkB pot,IL1B NFkB pot cell count 2 µM,MRP resist rev,MRP resist rev cytotoxicity,MRP resist rev with doxorubicin,Bcl-B displacement
C=CCn1c(COc2ccccc2)nnc1SCC(=O)Nc1ccc2c(c1)OCCO2,0,120,15%,0,120,-6,82,88,10%
Cn1c(=O)c(C(=O)Nc2ncccc2O)c(O)c2ccccc21,.,.,-120%,.,.,2,86,84,6%
COC(=O)c1cc2ccccc2c(=O)s1,6,78,8%,-4,78,-16,88,104,-1%

# The listing continues.
SMILES,IL1B NFkB inh,IL1B NFkB inh cell count 2 µM,PLAP inhibition,IL1B NFkB pot,IL1B NFkB pot cell count 2 µM,MRP resist rev,MRP resist rev cytotoxicity,MRP resist rev with doxorubicin,Bcl-B displacement
O=c1c(-c2ccc3c(c2)OCCO3)coc2c(CN3CCOCC3)c(O)ccc12,2,112,-24%,-2,112,7,96,89,6%
Cc1ccccc1OCC(=O)NC(=S)Nc1ccc2c3c(cccc13)CC2,-17,120,24%,17,120,4,83,79,-4%
O=C(O)c1ccc(NCc2ccc3c(c2)OCO3)cc1,-11,220,19%,11,220,17,97,80,-2%
CCn1ncc(C2=NOC(C(=O)NCc3ccccc3)C2)c1C (stereo unspecified),.,.,-18%,.,.,-19,26,45,-1%

# Part of the list above, showing only IL1B NFkB pot and MRP resist rev with doxorubicin.
SMILES	IL1B NFkB pot	MRP resist rev with doxorubicin
Cc1ccccc1OCC(=O)NC(=S)Nc1ccc2c3c(cccc13)CC2	17	79
O=c1c(-c2ccc3c(c2)OCCO3)coc2c(CN3CCOCC3)c(O)ccc12	-2	89
CCn1ncc(C2=NOC(C(=O)NCc3ccccc3)C2)c1C (stereo unspecified)	.	45

# Quoted from the listing:
# CCC(=O)NC(=S)Nc1ccc(Cl)cn1 in PLAP inhibition has -10%
# CCOC(=O)N1CCN(C(=O)CSc2nnc(-c3cccc(OC)c3)o2)CC1 in PLAP inhibition has -54%
# CCOC(=O)c1c(C)c(C(=O)NCCOC)c(C)n1CC in PLAP inhibition has 0%
